# Pol eta inh: blocks human DNA polymerase eta activity; recombinant Pol eta, fluorescent DNA replication assay; Potency, µM (doses to about 114 µM), inactives show at the top dose activity change, negative = inhibition, hits mostly inhibitors; 390,000 compounds, 1.2% hits; AID 588591; further: on the % scale 0 is the no-effect control and ±100 the full control effect
#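 Pol eta (10 nM) was preincubated with compounds for 15 min at room temperature, after which fluorescent replication substrate (50 nM final) was added to start the reaction. Fluorescence was read kinetically at 0 and 10 min.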
# G9a block: G9a (human) methyltransferase inhibition; Q96KQ7; G9a H3K9 monomethylation, AlphaScreen, 2 h; Potency, µM (highest dose often 102 µM), without a hit: at the highest dose activity, negative = inhibition, usual class: inhibitors; 350,000 compounds, 8.8% hits; further: on the % scale 0 is the no-effect control and ±100 the full control effect; nearly all actives have a fitted effect of over 75% in size
#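 Compounds were preincubated with 20 nM G9a for 15 min, after which biotinylated H3K9 peptide (500 nM) and SAM (20 uM) started a 2 h room-temperature reaction. Monomethylated product was quantified by antibody-based AlphaScreen chemiluminescence.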
# JMJD2A Tudor inh: JMJD2A Tudor domain (human) inhibition; AID 504339; O75164; 390,000 compounds, 4.4% hits; AlphaScreen JMJD2A-Tudor / H3K4me3 peptide binding; Potency, µM (doses to about 114 µM), for inactives: at the highest dose activity change, negative = inhibition, hits mostly inhibitors; further: on the % scale 0 is the no-effect control and ±100 the full control effect; nearly all actives have a fitted effect of over 50% in size
# Pol kappa inh: inhibitors of human DNA polymerase kappa; purified Pol kappa, fluorescent DNA synthesis assay, 10 min; Potency, µM (series often up to 107 µM), without a hit: top-dose activity, negative = inhibition, most hits filed as inhibitors; AID 588579; 400,000 compounds, 0.53% hits; Q9UBT6; further: on the % scale 0 is the no-effect control and ±100 the full control effect
#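 Fluorescent qHTS in 1536-well format: enzyme (10 nM) and compound sat 15 min at room temperature before 50 nM substrate (final) was added. Signal taken at 0 and 10 min; no-enzyme buffer wells were negative controls.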
# BLM helicase inh: blocks DNA unwinding by human BLM helicase; recombinant BLM DNA unwinding, fluorescence dequenching; 350,000 compounds, 0.2% hits; Potency, µM (titrated, usually from 56.1 µM), inactives show at the top dose activity change, negative = inhibition, hits mostly inhibitors;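 further: plate controls were vehicle for no effect and no enzyme for full effect; nearly all actives have a fitted effect of over 35% in size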
# Target sequence (P54132 whole entry, looked up): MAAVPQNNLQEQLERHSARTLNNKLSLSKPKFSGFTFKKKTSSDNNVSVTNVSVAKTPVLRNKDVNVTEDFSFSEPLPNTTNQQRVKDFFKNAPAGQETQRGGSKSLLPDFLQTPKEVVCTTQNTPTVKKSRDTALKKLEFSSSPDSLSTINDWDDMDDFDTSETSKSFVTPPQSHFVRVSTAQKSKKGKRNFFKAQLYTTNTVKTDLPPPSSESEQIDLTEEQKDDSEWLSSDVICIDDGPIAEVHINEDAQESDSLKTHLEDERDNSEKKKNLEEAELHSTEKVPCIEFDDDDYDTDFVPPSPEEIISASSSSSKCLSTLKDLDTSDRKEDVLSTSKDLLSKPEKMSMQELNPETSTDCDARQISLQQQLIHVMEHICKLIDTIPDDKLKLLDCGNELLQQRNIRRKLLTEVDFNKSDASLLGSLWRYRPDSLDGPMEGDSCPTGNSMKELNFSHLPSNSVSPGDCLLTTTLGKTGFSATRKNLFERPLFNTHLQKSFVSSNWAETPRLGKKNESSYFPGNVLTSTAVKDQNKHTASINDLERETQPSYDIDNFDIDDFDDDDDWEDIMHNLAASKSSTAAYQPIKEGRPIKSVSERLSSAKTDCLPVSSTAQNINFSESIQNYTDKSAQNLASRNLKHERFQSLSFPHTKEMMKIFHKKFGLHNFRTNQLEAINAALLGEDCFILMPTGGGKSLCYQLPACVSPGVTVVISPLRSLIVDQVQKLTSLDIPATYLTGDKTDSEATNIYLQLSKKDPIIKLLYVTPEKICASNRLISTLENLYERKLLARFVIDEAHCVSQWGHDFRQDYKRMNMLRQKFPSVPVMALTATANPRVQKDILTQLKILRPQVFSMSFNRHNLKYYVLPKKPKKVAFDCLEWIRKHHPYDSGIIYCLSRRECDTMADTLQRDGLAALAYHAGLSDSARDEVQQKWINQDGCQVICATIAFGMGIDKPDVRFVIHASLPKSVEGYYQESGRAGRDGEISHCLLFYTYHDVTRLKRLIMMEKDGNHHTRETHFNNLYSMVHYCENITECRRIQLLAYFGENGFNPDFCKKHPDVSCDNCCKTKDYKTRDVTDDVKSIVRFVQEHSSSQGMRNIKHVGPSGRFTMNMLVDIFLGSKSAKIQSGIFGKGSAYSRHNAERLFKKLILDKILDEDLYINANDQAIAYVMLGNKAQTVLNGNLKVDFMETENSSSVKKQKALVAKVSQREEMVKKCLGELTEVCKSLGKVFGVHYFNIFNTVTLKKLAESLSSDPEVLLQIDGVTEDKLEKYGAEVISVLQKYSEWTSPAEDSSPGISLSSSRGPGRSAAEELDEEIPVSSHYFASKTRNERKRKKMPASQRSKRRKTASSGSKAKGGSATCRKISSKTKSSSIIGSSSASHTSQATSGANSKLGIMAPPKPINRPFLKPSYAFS
# APEX1 inh: blocks human APE1 abasic DNA cleavage. Potency, µM (titrated, usually from 65.8 µM), for inactives: at the top dose activity change, negative = inhibition, most hits filed as inhibitors. recombinant APE1, TAMRA/BHQ-2 abasic DNA cleavage fluorescence. P27695. 350,000 compounds, 0.35% hits;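 further: plate controls were vehicle for no effect and reference inhibitor for full effect; nearly all actives have a fitted effect of over 55% in size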
#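 APE1 at 0.75 nM final was preincubated with compound 15 min at room temperature, then 50 nM double-stranded THF abasic-site substrate (5'-TAMRA/3'-BHQ-2) was added. Fluorescence (ex 525/em 598 nm) was read kinetically; third-minus-first read gave activity.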
# POLI inh: DNA polymerase iota (human) inhibition; Q9UNA4; Pol iota fluorescent replication assay, 10 min; Potency, µM (doses to about 115 µM), inactives show at the top dose activity, negative = inhibition, hits mostly inhibitors; 390,000 compounds, 1% hits; AID 588590
#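 Fluorescent replication assay read twice, at 0 min and 10 min after adding 50 nM (final) substrate. Enzyme (10 nM) and compounds were first incubated 15 min at room temperature; enzyme-free buffer wells were negative controls.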
# POLB inh: blocks human DNA polymerase beta activity; AID 485314; 340,000 compounds, 1.3% hits; Potency, µM (highest dose often 114 µM), inactives show top-dose activity change, negative = inhibition, actives largely listed as inhibitors; Pol beta primer extension/strand displacement, fluorescence kinetic; P06746; further: on the % scale 0 is the no-effect control and ±100 the full control effect
#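 Human Pol beta at 10 nM; strand-displacement substrate 50 nM final. Compound exposure 15 min at room temperature before start, reaction 10 min at room temperature.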
# BAZ2B block: BAZ2B (human) inhibition; 360,000 compounds, 4.4% hits; Q9UIF8; AlphaScreen BAZ2B-H3K14Ac peptide displacement; Potency, µM (highest dose often 114 µM), inactives show at the highest dose activity change, negative = inhibition, hits mostly inhibitors; AID 504333; further: on the % scale 0 is the no-effect control and ±100 the full control effect; nearly all actives have a fitted effect of over 60% in size
#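 AlphaScreen displacement of biotin-H3(5-23)K14Ac peptide (50 nM final) from BAZ2B (50 nM final) in PBS pH 7.4, 0.01% Tween-20; complex preformed 30 min RT, then compounds (top 110 uM) 30 min RT, beads 20 min dark.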
# Numbers without * were called inactive; ? = inconclusive; / = not tested or not shown; & = joins results of further samples; [ ] = remark or other dose. The call rests on the fitted dose curve; in most records, active means well fitted curve in the direction sought with a large enough effect; inconclusive means small, poorly fitted or top-dose-only effect, or another doubt; inactive means no such curve, though single readings can be large; an effect the other way counts as inactive or inconclusive. Potency means the concentration at half of the fitted maximal effect.
SMILES	Pol eta inh	G9a block	JMJD2A Tudor inh	Pol kappa inh	BLM helicase inh	APEX1 inh	POLI inh	POLB inh	BAZ2B block
O=C(CNC(=O)C12CC3CC(CC(C3)C1)C2)Nc1ncccc1O	-16%	-10%[12.7 µM]	-4%	10%	/	11%	36%	/	-35%
COc1ccccc1/C=C/C(=O)NCC(=O)N/N=C(\CCC(=O)O)c1ccccc1	-6%	-10%	-9%	-2%	-4%	3%	-21%	-15%	-21%
COc1ccc(S(=O)(=O)NNC(=O)C2Cc3c(ccc4ccccc34)O2)cc1 (stereo not given)	-7%	4%	-11%	-5%	1%	3%	27%	16%	-1%
CCC1CCCCN1CCCNC(=O)CSc1nc2nc(C)c(Cc3ccccc3Cl)c(C)n2n1 (stereo not given)	-15%	22%	-6%	1%	-5%	61%[activator]	21%	3%	-17%
C=C(C)Cn1c(=O)c(NC(=O)c2ccccc2)c2n(c1=S)CCC2	-10%	?	12%	2%	-1%	0%	-7%	6%	-8%
O=C(OCC(=O)N1CCCCC1)c1ccc2ccccc2n1	-6%	/	2%	-14%	/	24%	-13%	/	/
CCCOc1ccc2ccccc2c1/C=C1\SC(=O)NC1=O	-22%	-1%[0.501 µM]	-24%	-8%	0%	2%	12%	0%	?
Cc1nn(-c2ccccc2)c(C)c1/C=N/n1cnnc1	-2%	-37%	-5%[57.1 µM]	4%	1%	8%	82%[activator]	36%	/
O=C(COC(=O)c1ccc2c(c1)OCCO2)NCCC1=CCCCC1	-15%	-5%[59 µM]	-19%	5%	-1%	1%	2%	21%	22%
O=C(O)c1cccc(Nc2nc(C(F)(F)F)nc3ccccc23)c1	-4%	-1%[59 µM]	-9%	-13%	-1%	21%	65%[activator]	15%	-17%
O=C(CN1CCN(S(=O)(=O)c2ccc(Br)cc2)CC1)N/N=C/c1ccccc1C(=O)O	-14%	7%	24%	1%	0%	26%	14%	47%	-21%
COc1ccc(-c2nnc(SCc3cc(C)cc(C)c3)o2)cc1	-21%	83%[activator][59 µM]	72%[activator]	-1%	-6%	7%	27%	0%	114%[activator]
CCOC(=O)C1=C(C)NC(SC)=NC1c1ccccc1 (stereo not given)	-13%	2µM*	-36%	4%	0%	10%	14%	-2%	2%
O=C(CN1CCN(c2ccc(Cl)cc2)CC1)Nc1cccc(F)c1	-19%	6%	?	-12%	-6%	-5%	-11%	12%	-33%
CCC(=O)NC(=S)NNC(=O)COc1ccc(Br)cc1	-11%	8.9µM*	-11%	-4%	-3%	1%	114%[activator]	-2%	-12%

# Next section.
SMILES	Pol eta inh	G9a block	JMJD2A Tudor inh	Pol kappa inh	BLM helicase inh	APEX1 inh	POLI inh	POLB inh	BAZ2B block
COc1cccc(NC(=O)C2CC2(c2cccc(OC)c2)c2cccc(OC)c2)c1 (stereo not given)	-15%	?	-10%	-11%	-2%	0%	92%[activator]	-20%	8%
CCOC(=O)c1cnc(-n2cc(C)cn2)nc1NCc1ccc2c(c1)OCO2	-19%	1%[12.7 µM]	?	-10%	-1%	?	12%	2%	?
CCOc1cc(N2CCOCC2)c(OCC)cc1NS(=O)(=O)c1cc(NC(C)=O)ccc1OC	?	45µM*	-33%	?	-15%	27%	25µM*	?	71µM*
CCOC(=O)c1cnn(-c2ncnc3sc(C)c(C)c23)c1N	-7%	1%	-11%	-9%	-4%	-4%	4%	2%	-7%
C[C@@H](C(=O)N1CCN(C(=O)OC(C)(C)C)CC1)n1cc(CCCN=C(NC(=O)OC(C)(C)C)NC(=O)OC(C)(C)C)nn1	-27%	-13%[12.7 µM]	-17%	7%	1%	-3%	-3%	1%	?
O=C(Nc1ccc(Cc2ccncc2)cc1)c1ccco1	-9%	21%[59 µM]	-18%	6%	-7%	2%	-8%	27%	18%
O=C(CN1C(=O)CSC1=O)NCc1ccccc1	-1%	-5%	0%	4%	0%	-2%	16%	25%	2%
O=C(C1CCN(S(=O)(=O)c2cnc[nH]2)CC1)N1CCn2c1nc1ccccc12	-6%	5%	-14%	3%	-2%	-1%	12%	-1%	1%
CC(=O)c1sc(-c2ccccc2)cc1N	1%	9%	-7%	-7%	-3%	-1%	9%	-9%	-30%
CCCC(=O)N1CCc2cc(OC)c(OC)cc2C1COc1ccccc1OC (stereo not given)	-13%&-10%	5%	-23%&-5%	11%	-2%&-1%	27%	36%&8%[activator]	7%&7%	0%&-2%
Cc1c(O)c(S(=O)(=O)c2ccccc2)c(=O)n(-c2ccccc2)c1-c1ccccc1	-8%	?	-15%	-6%	-12%	5%	-14%	3%	-4%
COc1cc(/C=N/Nc2ccccc2[N+](=O)[O-])cc(OC)c1O	-10%	7.1µM*	-25%	5%	-4%	-8%	60%[activator]	2%	?
Cc1ccc(CNC(=O)CC(C)CC2=NS(=O)(=O)c3ccccc3N2)cc1 (stereo not given)	-1%	8%[59 µM]	-4%	1%[60.1 µM]	3%	/	17%	31%	0%
O=C(COc1ccc2ccc(=O)oc2c1)NCc1ccccn1	-8%	/	8%	9%	3%	-9%	0%	33%	-6%
COc1ccc(N2CCN(C(=O)Cn3c(=O)c4cccn4c4cccnc43)CC2)cc1	?	/	?	-16%	-8%	-18%	?	?	?

# Eight structures out of the list, arranged by molecular weight, rising.
SMILES	Pol eta inh	G9a block	JMJD2A Tudor inh	Pol kappa inh	BLM helicase inh	APEX1 inh	POLI inh	POLB inh	BAZ2B block
O=C(OCC(=O)N1CCCCC1)c1ccc2ccccc2n1	-6%	/	2%	-14%	/	24%	-13%	/	/
COc1cc(/C=N/Nc2ccccc2[N+](=O)[O-])cc(OC)c1O	-10%	7.1µM*	-25%	5%	-4%	-8%	60%[activator]	2%	?
COc1ccc(-c2nnc(SCc3cc(C)cc(C)c3)o2)cc1	-21%	83%[activator][59 µM]	72%[activator]	-1%	-6%	7%	27%	0%	114%[activator]
O=C(CNC(=O)C12CC3CC(CC(C3)C1)C2)Nc1ncccc1O	-16%	-10%[12.7 µM]	-4%	10%	/	11%	36%	/	-35%
O=C(O)c1cccc(Nc2nc(C(F)(F)F)nc3ccccc23)c1	-4%	-1%[59 µM]	-9%	-13%	-1%	21%	65%[activator]	15%	-17%
O=C(COC(=O)c1ccc2c(c1)OCCO2)NCCC1=CCCCC1	-15%	-5%[59 µM]	-19%	5%	-1%	1%	2%	21%	22%
COc1cccc(NC(=O)C2CC2(c2cccc(OC)c2)c2cccc(OC)c2)c1 (stereo not given)	-15%	?	-10%	-11%	-2%	0%	92%[activator]	-20%	8%
O=C(CN1CCN(S(=O)(=O)c2ccc(Br)cc2)CC1)N/N=C/c1ccccc1C(=O)O	-14%	7%	24%	1%	0%	26%	14%	47%	-21%

# Continued:
# Order of values: Pol eta inh	G9a block	JMJD2A Tudor inh	Pol kappa inh	BLM helicase inh	APEX1 inh	POLI inh	POLB inh	BAZ2B block
CC1=CCC(C(=O)O)C(C(=O)O)C1 (stereo not given)
    1%	?	1%	4%	0%	0%	13%	8%	-7%
CCN(C(=O)CCS(=O)(=O)c1ccc2c(c1)oc(=O)n2C)c1ccc(OC)cc1
    15%&7%	6%[0.0925 µM]	-14%&-2%	-3%&-4%	0%&3%	-13%	-6%&-21%	31%&10%	2%
COc1ccc(CNC(=O)CCn2c(=O)oc3ccccc32)c(OC)c1
    -9%	-8%[59 µM]	-15%	2%	-1%	-1%	30%	-2%	-7%
CCC(=O)Nc1cccc2ccccc12
    -5%	5%	-12%	0%	-4%	0%	-7%	-7%	-3%
O=C(CSc1nnc(-c2cccs2)o1)OC1CCCCC1
    4%	26%[59 µM]	46%[activator]	-7%	-10%	-3%	-12%	3%	58%[activator]
CSc1ccc(CNC2CC2)cc1
    9%	-6%[59 µM]	-17%	-2%	-3%	-1%	?	23%	-38%
COC(=O)C1=NNC(C(=O)c2ccco2)C1c1ccc(OC)cc1 (stereo not given)
    -5%	-38%	-8%	3%	1%	-6%	-12%	-15%	-35%
O=C(CCn1c(=S)oc2ccccc21)Nc1ccc(F)cc1
    -7%	-6%	3%	4%	-5%	3%	57%[activator]	14%	-20%
Cc1nn(CCOc2ccccc2)c(=O)n1-c1c(F)cccc1F
    -6%	14%[59 µM]	-8%	-6%	2%	15%	20%	3%	1%
CN1CCN(CCOc2ccc(-c3ccccc3)cc2)CC1
    -12%	50µM*	-35%	-11%	2%	14%	17%	22%	?
Cc1ccc(-n2ncc(C(=O)N3CCCCC3)c2C2CCN(C(=O)OC(C)(C)C)CC2)cc1C
    -7%	-22%[59 µM]	0%	4%	1%	/	35%[activator]	25%	13%[57.1 µM]
O=C(CN1C(=O)C2CC=CCC2C1=O)NC1CCCCC1 (stereo not given)
    -4%	-8%	-6%	-4%	-1%	-6%	-3%	0%	-22%
Cc1cccc(NC(=O)CSc2nc3c(oc4ccccc43)c(=O)n2-c2ccccc2)c1
    -18%	8%	-19%[57.1 µM]	-14%	0%	-5%	-3%	14%	11%
COc1ccc(CN2C(=O)c3ccccc3C2=O)cc1C(=O)OC(C)C(=O)NC(N)=O (stereo not given)
    5%	-10%[59 µM]	-5%	-4%	-3%	2%	1%	2%	8%
COCCN(C(=O)COC(=O)C12CC3CC(CC(C3)C1)C2)c1c(N)n(Cc2ccccc2)c(=O)[nH]c1=O
    -10%	/	?	-8%	/	/	-5%	/	/
S=C(NCc1ccncc1)NC1CCCCC1
    -8%	-10%	0%	4%	-5%	8%	0%	11%	-21%
c1ccc(N2CCN(c3cnc4ccccc4n3)CC2)cc1
    -18%	-5%[59 µM]	49%[activator]	2%	-2%	23%	-5%	14%	35%

# Screens (PubChem BioAssay)

# Only part of the results is shown, so the mix of outcomes need not match the whole.
